S1P3 antagonist: blocks the human S1P3 receptor. Q99500. CHO S1P3 NFAT-BLA reporter, FRET fluorescence, antagonist mode. inhibition, % at 4.98 µM. 0.27% of 170,000 active. AID 485;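 active = inhibition above the plate cutoff, the mean inhibition of test wells on that plate plus 3 SD, cut at about 28% in these data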;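 note: cells challenged with S1P at its EC80 of 0.8 µM; blue over green emission ratio from cleaved BLA substrate after 4 h stimulation; 0% = S1P-stimulated wells and 100% = unstimulated DMSO-only wells; some compounds past the cut are filed as inactive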
Target sequence (Q99500 whole entry, looked up): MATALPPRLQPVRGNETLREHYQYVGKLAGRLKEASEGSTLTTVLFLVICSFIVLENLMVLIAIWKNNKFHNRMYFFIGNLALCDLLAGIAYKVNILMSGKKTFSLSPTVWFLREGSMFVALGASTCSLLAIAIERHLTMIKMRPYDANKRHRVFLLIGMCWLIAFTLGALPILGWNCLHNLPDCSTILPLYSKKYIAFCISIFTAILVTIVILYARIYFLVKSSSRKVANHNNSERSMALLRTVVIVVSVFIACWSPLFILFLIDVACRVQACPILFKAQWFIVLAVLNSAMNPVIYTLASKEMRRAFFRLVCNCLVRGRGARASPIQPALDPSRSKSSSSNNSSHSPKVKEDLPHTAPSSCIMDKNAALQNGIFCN
Active calls of the source: *. An excerpt; the hit share may differ from the screen's.

structure,S1P3 antagonist
COc1ccccc1/C=C/C(=O)NCC(=O)n1nc(C)cc1C,-0.6
CCOC(=O)CC1COCCN1Cc1cn[nH]c1-c1cc(OC)c(OC)c(OC)c1 (stereo not drawn),0.3
O=C(CN1C(=O)c2ccccc2C1=O)Nc1ccccc1N1CCOCC1,-17.3
CC(C)(C)C(=O)NNC(=O)c1cnccn1,0.7
COC(=O)c1c(NC(=O)CCNCc2ccco2)sc2c1CCC2,-1.5
CCCCC(C(=O)O)C(C)CC(=O)Nc1nncs1 (stereo not drawn),-8.2
Cc1cccc(N(Cc2cc3cc(C)ccc3[nH]c2=O)C(=O)c2cccs2)c1,4.3
COC(=O)C1C(c2ccccc2)C=CC(c2ccccc2)C1C(=O)O (stereo not drawn),6.4
NC(=O)CNC(=O)c1ccc(Cl)cc1,-1.0
Cc1ccc(C2C(C#N)=C(N)OC3=C2C(=O)CC(C)(C)C3)s1 (stereo not drawn),4.6
CC(=O)N1CCN(c2nc(N)c(C#N)c(CC#N)c2C#N)CC1,-4.8
N#Cc1c(N(CCO)CCO)nc(N)c2c(N)nc3c(c12)CC(=O)N3CC1CCCO1 (stereo not drawn),1.9
COC(=O)c1cccc(N2CCCC2=O)c1,9.4
CCOc1ccc(Nc2cc(Nc3ccccc3OCC)nc(C=C(C#N)C#N)n2)cc1,-16.3
CC(C)(/C=N/O)/[N+]([O-])=C/c1ccccc1,1.1
Clc1ccc(CSc2nnc(-c3ccncc3)s2)cc1,13.8
CN(C1CCCCC1)S(=O)(=O)c1ccc(S(=O)(=O)N(CC(=O)Nc2ccccc2)C2CC2)cc1,1.6
CC(C)(C)C(=O)Nc1sc(-c2ccccc2)cc1C(=O)O,-4.9
COc1cc(N=Nc2c(O)c3ccccc3[nH]c2=O)c(OC)cc1N=Nc1ccccc1,1.2
COc1ccc(-c2cc3nc(C)cc(C)n3n2)c(OC)c1,-28.6
Cc1cc(=O)[nH]c(N/N=C/c2cc(C)n(-c3ccccc3)c2C)n1,9.9
S=c1nccc(-c2ccc(Cl)cc2)[nH]1,10.4
OC1(C(F)(F)F)CC(c2ccc3ccccc3c2)=NO1 (stereo not drawn),6.4
CN(C)C(=S)SCCn1c(N)nc(N(C)C)nc1=O,-14.5
CCCCc1nc2sc3c(SCCN(C)C)ncnc3c2c2c1CCC2,-8.4
O=C(Nc1ccccc1C(F)(F)F)c1ncn[nH]1,-12.4
c1ccc(-c2ncc(CN3CCN(c4ccccn4)CC3)[nH]2)cc1,-8.9
Cc1ccc(NNC(=O)c2cc(C(C)(C)C)nn2Cc2ccccc2)cc1,-7.7
Cc1oc(C(C)(C)C)cc1C(=O)N1CCN(C(c2ccccc2)c2ccccc2)CC1,2.1
Cc1ccnn1CC(=O)N/N=C/c1cn[nH]c1-c1ccccc1,1.9
CCc1ccc(C(=O)O)cc1,9.8
CN(CCC#N)Cc1cc(=O)oc2ccc3ccccc3c12,8.7
Cc1ccc(S(=O)(=O)N/N=C/c2ccc(O)cc2O)cc1[N+](=O)[O-],-11.0
CC(=O)N(Cc1ccccc1)c1ccccc1C(=O)O,-18.2
O=S(=O)(Nc1cccc(-c2nc3cccnc3s2)c1)c1cccs1,5.3
Cc1cccc(-c2n[nH]c(=S)n2/N=C/C=C/c2ccco2)c1,-4.0
CCN1C(=O)/C(=C\c2ccncc2)SC1=S,7.6
CN(C)c1ccc(P(=O)(OC2CCCCC2)C(O)c2ccccn2)cc1 (stereo not drawn),-5.0
O=C(N/N=C/c1ccc(F)cc1)c1ccc(OCc2ccccc2)cc1,13.9
COc1ccc2[nH]c(=O)c(CNc3cc(C)ccc3C)cc2c1,-4.2
CCn1c(SCC(=O)N/N=C/c2ccccc2OCC(=O)O)nnc1-c1ccc(C(C)(C)C)cc1,-1.9
O=C(N/N=C/c1ccc(-c2ccc([N+](=O)[O-])cc2)o1)[C@H]1C[C@@H]1c1ccccc1,44.9*
O=S(=O)(Nc1n[nH]c(C(F)(F)F)n1)c1ccccc1,-7.7
Cc1onc(-c2ccc(Cl)cc2)c1-c1ccnc(SCC(=O)Nc2ccc(C(C)C)cc2)n1,17.7
CCN(CC)CC(C)(C)COC(=O)c1oc2ccccc2c1C,-4.9
O=C(O)/C=C/c1ccc(-n2ccnc2)cc1,0.4
O=C(N=c1ccn(-c2nc3ccccc3nc2NS(=O)(=O)c2ccc(Cl)cc2)cc1)c1cccs1,-9.4
CCCOC1CCCN(Cc2nc(-c3ccc(C(=O)OC)cc3)no2)C1 (stereo not drawn),-22.0
S=C(Nc1ccccc1)N1CCCN1c1ccccc1,-0.6
c1ccc(Sc2ncccn2)nc1,1.6
CN(C)c1ccc(NS(=O)(=O)c2ccc(-c3csnn3)cc2)cc1,-2.5
CCOC(=O)Cc1csc(NC(=O)Nc2ccc(OC(F)(F)F)cc2)n1,-5.9
O=C1NC(NS(=O)(=O)c2ccc(Cl)cc2)(C(F)(F)F)C(=O)N1CCc1ccccc1 (stereo not drawn),-1.1
O=C(NCCN1CCCCC1)c1ccc(Oc2cc(Cl)cc(Cl)c2)o1,7.1
O=C(COc1ccccc1C(=O)O)Nc1nc2ccc([N+](=O)[O-])cc2s1,-6.2
Cc1ccc(CN2C(=O)CCC2C(=O)NCCN2CCN(c3cccc(Cl)c3)CC2)cc1 (stereo not drawn),-37.0
Cc1c(NS(=O)(=O)c2cccs2)cccc1-c1nc2cccnc2s1,2.5
CCOC(=O)C1CSC(CC(=O)Nc2ccc(OC(F)(F)F)cc2)C(=O)N1 (stereo not drawn),14.5
O=C(NC(=S)Nc1ccccc1Cl)c1cncc(C#Cc2ccccc2)c1,-8.5
CCCC1=C(C(=O)OCC)C(c2ccco2)n2ncnc2N1 (stereo not drawn),-12.8

2 records drawn at random from the list so far, as already listed:
structure,S1P3 antagonist
Cc1cc(=O)[nH]c(N/N=C/c2cc(C)n(-c3ccccc3)c2C)n1,9.9
O=C(N/N=C/c1ccc(F)cc1)c1ccc(OCc2ccccc2)cc1,13.9

(more compounds)
structure,S1P3 antagonist
COc1ccc(-c2[nH]ncc2CN2CCC(OCc3ccccn3)CC2)c(F)c1,-23.2
COC(=O)[C@H](Cc1ccccc1)NC(=O)NCc1ccccc1,-4.0
Nc1sc(-c2ccccc2)cc1-c1n[nH]c(=S)n1C1CCCCC1,-1.1
O=C(CNC(=O)C(c1ccccc1)c1ccccc1)N/N=C/c1ccc(O)cc1O,14.3
O=C1N/C(=N\N=C\c2ccco2)SC1Cc1ccccc1[N+](=O)[O-] (stereo not drawn),-8.5
CCC(C)(NC=O)C(=O)Nc1c(C)cccc1C (stereo not drawn),-2.5
O=S(=O)(c1cccs1)N1CN(C2CCCCC2)c2nc3ccccc3nc21,3.1
CCOc1ccc(Oc2ccc(NC(=O)[C@@H](NC(N)=O)[C@@H](C)CC)cc2)cc1,-14.1
COC(=O)c1ccccc1-c1ccc(/C=N/Nc2nc(N3CCCC3)nc(N3CCCC3)n2)o1,8.0
Cc1sc(NC(=O)CSc2nc(N)cc(N)n2)c(C#N)c1C,9.5
O=C(O)c1nccnc1C(=O)Nc1ccc(Oc2c(Cl)cccc2Cl)nc1,-4.2
O=c1c2ccccc2nc(COc2ccccc2)n1/N=C/c1ccc(O)cc1O,7.8
COc1ccc(/C=N/NC(=S)Nc2cc(C(F)(F)F)ccc2Cl)cc1,0.3
Cc1oc(C(C)(C)C)cc1C(=O)NCc1ccc2c(c1)OCO2,16.7
COc1ccc(-c2cn[nH]c2-c2ccc(OCc3ccc(F)cc3)cc2O)cc1OC,5.7
Cc1c(Cc2ccccc2)c(=O)n2c([nH]c3ccccc32)c1C#N,10.3
NC(=O)c1c(/N=C/c2cccnc2)sc2c1CCCC2,-4.2
COC(=O)CCC(=O)N1CN2CN(C(=O)CCC(=O)OC)CC([N+](=O)[O-])(C2)C1,4.4
CCCS(=O)(=O)c1cscc1NC(=O)c1c(-c2c(F)cccc2Cl)noc1C,-14.2
COc1ccc(CN(N=O)C2CC(=O)N(c3ccc(OC)cc3)C2=O)cc1 (stereo not drawn),-6.2

(further entries)
SMILES	S1P3 antagonist
O=S(=O)(c1ccc2oc(-c3ccncc3)nc2c1)c1ccc2oc(-c3ccncc3)nc2c1	-30.7
O=C(N/N=C/c1ccc(O)cc1)c1cccc(N/N=C/c2ccc(O)cc2)c1	4.7
CCn1c(SCC(=O)Nc2ccc(C)cc2)nnc1-c1ccccn1	-0.5
CN(C)C(CNC(=O)C1CCN(S(=O)(=O)c2ccccc2)CC1)c1ccccc1 (stereo not drawn)	1.8
O=c1cc(COc2ccc(Cl)c(Cl)c2)nc2sccn12	-1.0
CCCCc1cc(=O)oc2cc(OCc3nn[nH]n3)ccc12	-4.0
CCN(CC)C(=O)COc1ccc(N(C)S(=O)(=O)c2ccc(NC(C)=O)cc2)cc1	-3.8
Cc1ccc[n+](-c2[nH]c(=O)sc2/C=N/N=C(\[O-])CCn2c3ccccc3c3ccccc32)c1	-11.6
CC(C)(C)OC(=O)NC(Cc1ccccc1)C(=O)NCCCC(=O)O (stereo not drawn)	2.8
NS(=O)(=O)c1ccc(NC(=O)COc2ccc(C(=O)c3ccc(F)cc3)cc2)cc1	-5.1
Cc1ccccc1-n1c(-c2ccc3ccccc3n2)n[nH]c1=S	3.6
CNC(=O)COC(=O)c1ccc(Cl)c(S(N)(=O)=O)c1	-2.6
N/C(Cc1nc(-c2ccc(F)cc2)cs1)=N\O	-9.0
c1ccc(-c2csc(-c3ccc(-c4csnn4)cc3)n2)cc1	-6.5
NC(=S)NC1CC2C=CC1C2 (stereo not drawn)	-23.4
N#Cc1c(Cl)cccc1N1CCC(C(N)=O)CC1	-11.1
Fc1ccccc1-c1nc(-c2cnccc2C(F)(F)F)no1	0.8
Cc1ccc(S(=O)(=O)N2CCN(c3ccc([N+](=O)[O-])cn3)CC2)cc1	-3.3
COc1ccc(Nc2cc(C)nc(N)n2)cc1	4.4
COc1cccc2cc(C(=O)C3=C(O)C(=O)N(CCN(C)C)C3c3ccc(Cl)cc3)oc12 (stereo not drawn)	-21.5

In the list so far, these have a nitro group on carbon:
SMILES	S1P3 antagonist
Cc1ccc(S(=O)(=O)N/N=C/c2ccc(O)cc2O)cc1[N+](=O)[O-]	-11.0
O=C(N/N=C/c1ccc(-c2ccc([N+](=O)[O-])cc2)o1)[C@H]1C[C@@H]1c1ccccc1	44.9*
O=C(COc1ccccc1C(=O)O)Nc1nc2ccc([N+](=O)[O-])cc2s1	-6.2
O=C1N/C(=N\N=C\c2ccco2)SC1Cc1ccccc1[N+](=O)[O-] (stereo not drawn)	-8.5
COC(=O)CCC(=O)N1CN2CN(C(=O)CCC(=O)OC)CC([N+](=O)[O-])(C2)C1	4.4
Cc1ccc(S(=O)(=O)N2CCN(c3ccc([N+](=O)[O-])cn3)CC2)cc1	-3.3

(more compounds)
SMILES	S1P3 antagonist
O=C(c1ccco1)N1CCN(Cc2cn[nH]c2-c2cccc3ccccc23)CC1	-11.2
Nc1nc(SCC(=O)c2c(N)n(Cc3ccccc3)c(=O)[nH]c2=O)n[nH]1	-0.1
CC(OC(=O)CN1C(=O)C2C3C=CC(C4CC34)C2C1=O)C(=O)c1ccccc1 (stereo not drawn)	-2.4
OC1(C#CCN2CCCC2)c2ccccc2-c2ccccc21	-2.6
CNC(=O)c1c(NC(=O)c2ccc(S(=O)(=O)N3CCOCC3)cc2)sc2c1CCC2	-2.1
N#Cc1c(C(F)(F)F)cc(-c2cccs2)nc1SCC(=O)O	1.8
COc1ccc(-c2nnc(SCC(=O)NCCc3ccc(S(N)(=O)=O)cc3)o2)cc1OC	-9.3
O=c1c(/C=N/O)coc2ccc(Cl)cc12	-5.5
O=C(Cc1ccccc1)NNC(=S)NC(=O)c1cccs1	2.1
Cn1cc(Br)c(-c2cccc(NC(=O)CC(C)(C)CC(=O)O)c2)n1	-7.7
Cc1cccc(OCc2nnc(SCC(=O)Nc3nccs3)o2)c1	-13.0
CCOC(=O)Cn1c(C)[n+](CC(=O)c2ccccc2)c2ccccc21	1.9
COc1ccc(S(=O)(=O)Nc2ccccc2N2CCOCC2)cc1[N+](=O)[O-]	0.6
Cc1cc(NC(=O)c2cccs2)no1	-1.6
Cc1csc(Nc2ccc(C(=O)O)cc2)n1	-14.2
CCCCNc1ccc(C(=O)O)cc1	3.7
COc1cccc(/C=N/NC(=O)C(C)Cn2cnc3ccccc32)c1 (stereo not drawn)	4.3
C#CC(C)OC(=O)Nc1cnccc1C(F)(F)F (stereo not drawn)	1.0
CCOC(=O)c1c(O)c2ccccc2oc1=O	5.3
Cc1onc(-c2ccccc2Cl)c1C(=O)Nc1ccc(Cl)cn1	-4.4
CC1CN(S(=O)(=O)c2ccc(C(=O)Nc3nccs3)cc2)CC(C)O1 (stereo not drawn)	-17.4
O=C(CSc1nccc(=O)[nH]1)NC1CCCc2ccccc21 (stereo not drawn)	-4.8
N/C(=N\OC(=O)c1cccs1)C1(c2ccc(Cl)cc2Cl)CC1	-10.4
COc1ccc(CSc2nc(C)[nH]c2[N+](=O)[O-])cc1[N+](=O)[O-]	-4.7
Cc1cc(NC(=O)NN2CCOCC2)nn1-c1c(Cl)cccc1Cl	3.9
O=C(c1ccccc1)c1ccc(-c2ccc(O)cc2)cc1	-1.1
Cc1nc2sc3c(c2c(=O)[nH]1)CCCC3	-21.8
CC(C)NC(=O)C1CCN(C2CCN(C(=O)/C=C/c3cccs3)CC2)CC1	-14.6
CCOC(=O)Cc1nnc(NC(=O)C23CC4CC(CC(C4)C2)C3)s1	3.8
O=C(Nc1nccs1)c1ccc([N+](=O)[O-])cc1	0.9
O=[N+]([O-])c1[nH]cnc1/C=C/c1ccccc1	-3.2
COC(=O)c1nnn(-c2cc(Cl)cc(Cl)c2)c1C(=O)OC	-7.4
O=C(COC(=O)CN1C(=O)c2cccc([N+](=O)[O-])c2C1=O)NC1CCS(=O)(=O)C1 (stereo not drawn)	-10.3
